KB-V1 MDR tox: KB-V1 MDR subline cytotoxicity; hit rate 3.4% among 400,000; Potency, µM (titrated, usually from 46.1 µM), for the others: at the highest dose activity change, negative = cytotoxicity, most hits filed as cytotoxic; KB-V1 MDR cells viability, CellTiter-Glo, 72 h; also: potency is read from the fitted curve at half-maximal effect; % is scaled to controls: 0 for no effect and ±100 for the full control effect; nearly all actives have a fitted effect of over 60% in size
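KB-V1 MDR subline cells in DMEM (phenol-red free, 10% FBS) exposed to compounds in qHTS concentration series for 72 h at 37 degrees C. Viability read by CellTiter-Glo luminescence; concentration-effect curves fitted after normalization and correction.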
GLP1R cytotox: cytotoxic in the GLP-1 receptor inverse agonist counter-screen; Potency, µM (highest dose often 38.3 µM), without a hit: at the top dose activity change, negative = inhibition, actives largely listed as inhibitors; HEK293 cAMP-luciferase reporter cells, luminescence, 24 h; AID 624418; hit rate 0.13% among 410,000;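 also: loss of luciferase light is scored as toxicity; potency is read from the fitted curve at half-maximal effect; % is scaled to controls: 0 for no effect and ±100 for the full control effect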
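Cells in DMEM/10% Nu serum/1% pen-strep, 1536-well format. Pre-incubated 12 h, dosed with 23 nL compound, incubated a further 24 h. Luciferase detection, 12 min at room temp, luminescence.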
TDP43 rescue: rescues yeast growth from TDP-43 toxicity. Potency, µM (series often up to 46.1 µM), without a hit: at the highest dose growth rescue (activation), most hits filed as activators. TDP-43 expressing yeast growth rescue, BacTiter-Glo, 24 h. hit rate 1.8% among 410,000; also: potency is read from the fitted curve at half-maximal effect; % of control where 0% means no effect; nearly all actives have a fitted effect of over 50% in size
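In this qHTS, compounds that restore growth of yeast expressing TDP-43 appear as activators. Cells (OD600=0.02, galactose medium, raffinose-pregrown) are incubated with compound 24 hr at 30 deg C and growth is quantified by BacTiter-Glo.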
GLP1R ag: GLP-1 receptor (human) agonism; hit rate 0.007% among 380,000; HEK293 GLP-1R CRE-luciferase, luminescence, 4-6 h; cells express a hypersensitive GLP-1R form; Potency, µM (highest dose often 45.6 µM), without a hit: top-dose activation, hits mostly activators; P43220; AID 624172; also: potency is read from the fitted curve at half-maximal effect; % of control where 0% means no effect
Target sequence (P43220 whole entry, looked up): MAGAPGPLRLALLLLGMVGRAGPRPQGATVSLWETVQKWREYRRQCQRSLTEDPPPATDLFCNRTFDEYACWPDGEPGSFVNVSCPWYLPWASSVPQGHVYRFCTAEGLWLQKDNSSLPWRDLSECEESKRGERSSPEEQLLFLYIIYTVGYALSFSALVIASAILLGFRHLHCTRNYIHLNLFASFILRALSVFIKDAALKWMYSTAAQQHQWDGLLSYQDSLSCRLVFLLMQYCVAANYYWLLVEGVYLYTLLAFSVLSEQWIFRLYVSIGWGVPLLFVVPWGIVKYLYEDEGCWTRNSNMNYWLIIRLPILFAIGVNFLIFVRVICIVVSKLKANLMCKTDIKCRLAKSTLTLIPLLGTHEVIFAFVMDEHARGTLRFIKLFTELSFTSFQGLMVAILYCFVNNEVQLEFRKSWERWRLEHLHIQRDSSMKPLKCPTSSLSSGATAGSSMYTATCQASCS
GLP-1R inv ag: GLP-1 receptor (human) inverse agonism; P43220; HEK293 GLP-1R CRE-luciferase, luminescence, 24 h; GLP-1R form is constitutively active; Potency, µM (titrated, usually from 38.3 µM), for inactives: top-dose activity change, negative = inhibition, usual class: inhibitors; hit rate 1.6% among 410,000; also: potency is read from the fitted curve at half-maximal effect; % is scaled to controls: 0 for no effect and ±100 for the full control effect; nearly all actives have a fitted effect of over 55% in size
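HEK293 cells stably co-expressing a cAMP-responsive luciferase reporter and constitutively active GLP-1R were seeded, incubated 12 h, then exposed to compounds for 24 h at 37 C. Luminescence was read 12 min after detection reagent; inverse agonists lower signal.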
aSyn rescue: rescues yeast growth from alpha-synuclein toxicity | Yeast expressing alpha-synuclein, growth rescue, BacTiter-Glo, 24 h | Potency, µM (top dose mostly 46.1 µM), inactives show at the highest dose growth rescue (activation), most hits filed as activators | hit rate 0.14% among 370,000; also: potency is read from the fitted curve at half-maximal effect; % of control where 0% means no effect; nearly all actives have a fitted effect of over 65% in size
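Galactose-induced alpha-syn yeast (OD600=0.02, raffinose-pregrown) + pinned cpd, 24 hr, 30 deg C; growth by BacTiter-Glo luminescence. Growth restoration scores as activation.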
D3 ag: D3 dopamine receptor (human) agonism | P35462 | max activation, % | hit rate 0.58% among 410,000 | D3R DiscoveRx beta-arrestin cells, luminescence, 90 min | AID 652048; in the data active = max activation above about 30%; also: 0% is about no effect; mostly tested at two doses, the higher about 12 µM
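Agonist mode: compounds and dopamine controls were applied to plated cells for 90 min at 37 degrees C after an overnight attachment at 1500 cells/well. Luminescent read-out followed 30 - 60 minutes at room temperature with DiscoveRx detection reagent.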
PTHR1 agonist: agonists of human PTHR1 parathyroid hormone receptor; Q03431; HEK293 GP2 PTHR1 cells, GloSensor cAMP luminescence, 1 h; Potency, µM (top dose mostly 115 µM), inactives show top-dose activation, most hits filed as activators; hit rate 0.075% among 410,000; AID 743266; also: potency is read from the fitted curve at half-maximal effect; nearly all actives have a fitted effect of over 55% in size; some results filed as inactive show a strong effect at the top dose; inactives centre near -15; many of its hits are not listed in these tables
Target sequence (Q03431 whole entry, looked up): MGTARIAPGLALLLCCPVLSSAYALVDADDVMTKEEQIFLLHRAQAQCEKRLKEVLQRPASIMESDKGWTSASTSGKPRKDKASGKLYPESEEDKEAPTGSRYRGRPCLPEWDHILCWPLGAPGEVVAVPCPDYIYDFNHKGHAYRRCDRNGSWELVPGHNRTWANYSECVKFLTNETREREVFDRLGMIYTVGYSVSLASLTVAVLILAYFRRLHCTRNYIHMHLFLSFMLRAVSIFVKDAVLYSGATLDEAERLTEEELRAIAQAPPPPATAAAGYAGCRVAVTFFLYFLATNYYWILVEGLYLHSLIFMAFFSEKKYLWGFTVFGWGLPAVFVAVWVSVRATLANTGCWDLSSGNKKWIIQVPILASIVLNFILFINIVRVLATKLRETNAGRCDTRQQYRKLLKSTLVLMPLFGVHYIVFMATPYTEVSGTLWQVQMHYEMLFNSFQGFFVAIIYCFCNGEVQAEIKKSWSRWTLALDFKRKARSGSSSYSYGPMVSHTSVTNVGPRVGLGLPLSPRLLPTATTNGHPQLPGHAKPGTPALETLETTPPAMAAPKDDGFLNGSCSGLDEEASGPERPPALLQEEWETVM
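HEK-293-derived GP2 cells expressing PTHR1 and a GloSensor cAMP reporter, 3,000/well, plated overnight, given luciferin plus IBMX (each 0.5 mM as added) for 1 h at 37 °C, then compound for 1 h at 37 °C. Luminescence was read after 15 min at room temperature.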
D3 antag: antagonists of human D3 dopamine receptor. hit rate 2.5% among 360,000. AID 652054. max response, negative = inhibition, %. D3R cells, DiscoveRx beta-arrestin luminescence, antagonist mode; stronger effect = lower value; in the data active = max response below about -50%; inconclusive = no clear call, values can overlap the other calls; also: % is scaled to controls: 0 for no effect and ±100 for the full control effect; mostly tested at two doses, the higher about 12 µM
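Cells expressing the human receptor were seeded at 1500 cells/well, incubated overnight at 37 degrees C in 5% CO2, then exposed to library compounds with dopamine controls for 90 minutes at 37 degrees C before luminescent detection.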
The depositor's hits bear a star; i = inactive; ? = inconclusive; · = no result given; [ ] = another dose, or the depositor's remark. Unless noted, calls follow the shape of the dose curve; as a rule, active = well fitted curve in the direction sought with a large enough effect; inconclusive = small, poorly fitted or top-dose-only effect, or another doubt; inactive = no such curve, though single readings can be large; an effect the other way counts as inactive or inconclusive. Some of the compounds tested; count on the stated rates, not on these rows.

SMILES	KB-V1 MDR tox	GLP1R cytotox	TDP43 rescue	GLP1R ag	GLP-1R inv ag	aSyn rescue	D3 ag	PTHR1 agonist	D3 antag
Cc1nnc(-c2ccc(Oc3ccc(Br)cc3)c([N+](=O)[O-])c2)o1	0%	-1%	-2%	-3%	?	4%	5	-14%	35
CC(=O)N=c1scc(-c2ccccc2)n1-c1cccc(O)c1	-28%	2%	-2%	7%	11µM*	-1%	5	-13%	3
Cc1ccccc1OCCn1c(=N)n(C(C)C)c2ccccc21	·	-19%	6%	·	-27%	·	-15	-29%	·
CCOC(=O)C1=CCN(S(=O)(=O)c2ccc(C)cc2)[C@H]1c1ccccc1Cl	?	-3%	16%	-1%	-21%	6%	6	-23%	10
CCN1C(=O)CC(N2CCC(C(=O)N3CCCCCC3)CC2)C1=O (stereo not given)	-5%	4%	13%	5%	-1%	0%	5	i	7
Cc1occc1C(=O)NNC(=O)NC12CC3CC(CC(C3)C1)C2	10%	22%	-4%	5%	12%	-5%	1	i	-28
CCOC(=O)C(=O)NNc1ccccc1C	35%	-14%	13%	1%	?	2%	1	-23%	13
Cc1[nH]n(-c2ccc(Cl)cc2)c(=O)c1C=NC12CN3CN(CN(C3)C1)C2	-21%	-1%	-7%	-7%	1%	1%	0	i	-4
COc1ccccc1OC(C)C(=O)Nc1ccc(S(=O)(=O)Nc2nccs2)cc1 (stereo not given)	1%	5%	-20%	-1%	11%	0%	27	-58%[inhibitor]	15
COC(=O)c1scc(-c2ccc(C)cc2)c1S(=O)(=O)N1CCN(c2ccc(F)cc2)CC1	5%	-5%	?	·	?	·	-4	i	·
Cc1c2c(nc3nc4ccccc4n13)CC(C)(C)CC2=O	15µM*	3%	-21%	-1%	65%[activator]	-10%	0	i	31
COc1ccc([C@@H]2C[C@H]3[C@@H](CN2S(=O)(=O)c2ccccc2)C(=O)C[C@@H](c2ccc(OC)cc2)N3S(=O)(=O)c2ccccc2)cc1	12%	3%	5%	-1%	21%	-7%	0	-16%	-14
CC1(C(=O)NCC2CCOCC2)Cc2c(-c3cccc(C(N)=O)c3)ccnc2O1 (stereo not given)	4%	-4%	5%	-8%	?	-2%	-4	0%	-8
O=C(NCCN1CCOCC1)c1ccccc1[N+](=O)[O-]	0%	-4%	11%	-8%	26%	-5%	0	i	8
Cc1cc(C)n(-c2ccc(C(=O)N3CCN(S(=O)(=O)c4ccc(Cl)cc4)CC3)cc2)n1	17%	4%	10%	-5%	?	-1%	-2	-16%	9
COc1ccc(Cn2c(N)c(S(=O)(=O)c3cccs3)c3nc4ccccc4nc32)cc1	-7%	96%[activator]	-8%	0%	20%	2%	4	-69%[inhibitor]	-14
COc1cccc(NC(=O)c2ccn(C)n2)c1	7%	2%	15%	-11%	26%	0%	7	i	13
COc1ccc(CCNC(=O)COc2ncnc3cc([N+](=O)[O-])ccc23)cc1	-20%	-8%	10%	1%	1%	3%	18	i	3
Cc1nc(N)nc(-c2ccccc2O)n1	4%	-8%	?	4%	70%[activator]	-2%	2	-4%[57.5 µM]	-10
Cc1onc(-c2ccccc2)c1C1=N/C(=C\c2ccccc2F)C(=O)O1	1%	3%	3%	0%	-15%	2%	2	i	2

The closing 3 records of the part before open the next one.
SMILES	KB-V1 MDR tox	GLP1R cytotox	TDP43 rescue	GLP1R ag	GLP-1R inv ag	aSyn rescue	D3 ag	PTHR1 agonist	D3 antag
COc1ccc(CCNC(=O)COc2ncnc3cc([N+](=O)[O-])ccc23)cc1	-20%	-8%	10%	1%	1%	3%	18	i	3
Cc1nc(N)nc(-c2ccccc2O)n1	4%	-8%	?	4%	70%[activator]	-2%	2	-4%[57.5 µM]	-10
Cc1onc(-c2ccccc2)c1C1=N/C(=C\c2ccccc2F)C(=O)O1	1%	3%	3%	0%	-15%	2%	2	i	2
O=C(O)CCC(=O)Nc1ccccc1C(=O)N1CCN(c2ccc(Cl)cc2)CC1	25%	7%	-13%[9.22 µM]	1%	14%	0%	2	i	-13
CCCCn1c(-c2sccc2C)n[nH]c1=S	-1%	?	18%	5%	?	10%	2	i	-14
COc1ccc(S(=O)(=O)NCCc2ccc(F)cc2)cc1	10%	-1%	?	11%	-15%	7%	-3	i	-2
O=C(C1CCCN(S(=O)(=O)c2ccc([N+](=O)[O-])cc2)C1)N1CCCCC1 (stereo not given)	·	19%	23%	-8%	6%	3%	18	-25%	10
Cn1c(=O)[nH]c(=O)c2c1nc(N1CCCCC1)n2CC(O)CN1CCCCC1 (stereo not given)	13%	-7%	3%	3%	3%	-16%	1	?	-24
COc1ccccc1NC(=O)CCCc1c[nH]c2ccccc12	-2%	-9%	-2%[0.397 µM]	16%	?	5%	3	-25%	1
O=C(CN1CCN(c2ccccc2F)CC1)c1c[nH]c2ccc(F)cc12	0%	-5%	24%	1%	0%	6%	-4	i	-10
O=C1CC(NNc2ccccc2)C(=O)N1c1ccccc1 (stereo not given)	-3%	-17%	-22%	4%	?	-1%	-3	-25%	0
CCOC(=O)c1ccc(Nc2c(-c3ccc(O)c(OC)c3)nc3nc[nH]n23)cc1	?	-6%	8%	·	9%	·	1	-6%	·
COc1cc(OC)cc(C(=O)NNC(=O)c2ccc(S(=O)(=O)N(C)c3ccccc3OC)cc2)c1	-15%	-28%	9%	-5%	?	19%	4	-2%	8
C[C@@H](NC(=O)C(=O)c1c[nH]c2ccccc12)c1ccccc1	0%	-2%	1%	8%	?	5%	11	-26%	1
Cc1cccc(Nc2ncnc3ccccc23)c1	?	-12%	-2%	6%	-15%	3%	-2	-11%[57.5 µM]	-8
Oc1c(C(c2ccc(F)cc2)N2CCCC2)sc2nc(-c3ccco3)nn12 (stereo not given)	17%	3%	0%	·	2%	·	-2	i	·
CC1CCN(CCC(=O)Nc2ccc(Br)cc2)CC1	-12%	-15%	-9%	?	?	1%	-36	i	-76*
Cc1ccc(C(=O)Nc2cc(Cl)ccc2-n2cncn2)s1	-23%	-2%	?	-2%	33%[activator]	10%	-2	i	15
CN(Cc1cc([N+](=O)[O-])ccc1Cl)C(=O)C[n+]1ccccc1	-5%	-4%	-13%	6%	4%	-5%	-3	-23%	3
CCCCN(C)C(=O)CCC(=O)Nc1ccc2nc(N3CCOCC3)cc(C)c2c1	?	11%	-13%	29%	5%	18%	-7	14%[57.5 µM]	37
CCSc1ccccc1C(=O)N1CCC2(CC1)CC(=O)c1ccccc1O2	-23%	2%	?	9%	?	18%	3	-34%[inhibitor]	-7
Oc1ccc(C(=S)N2CCN(c3cccc(Cl)c3)CC2)cc1	-11%	-25%	-89%[inhibitor]	5%	?	4%	-4	-21%	-10
COc1ccc(CC(=O)N2CCC(n3nccc3NC(=O)C3CC3)CC2)cc1	?	1%	-3%	-9%	7%	1%	7	i	7

A few values from above:
Entry for COc1cc(OC)cc(C(=O)NNC(=O)c2ccc(S(=O)(=O)N(C)c3ccccc3OC)cc2)c1 in TDP43 rescue: 9%
Entry for Cc1cccc(Nc2ncnc3ccccc23)c1 in aSyn rescue: 3%
Entry for C[C@@H](NC(=O)C(=O)c1c[nH]c2ccccc12)c1ccccc1 in aSyn rescue: 5%
Entry for CCOC(=O)c1ccc(Nc2c(-c3ccc(O)c(OC)c3)nc3nc[nH]n23)cc1 in GLP1R cytotox: -6%

More results:
SMILES	KB-V1 MDR tox	GLP1R cytotox	TDP43 rescue	GLP1R ag	GLP-1R inv ag	aSyn rescue	D3 ag	PTHR1 agonist	D3 antag
CCOC(=O)N1CCN(c2c(N3CCOCC3)c(=O)c2=O)CC1	26%	5%	21%	-2%	20%	4%	1	-9%	0
C/C(=N\OCC(=O)N/N=C/c1ccc(C)cc1O)c1cccs1	?	?	?	3%	0%	15%	4	21%	17
O=C(CSc1n[nH]c(-c2ccc(Cl)cc2Cl)n1)Nc1ccccn1	16µM*	-1%	?	16%	-9%	1%	6	i	20
CCN1C[C@@H]2[C@@H]3C(=O)N(C)C(=O)[C@@H]3[C@](CC)(C(=O)OC)N2C1=NCc1ccccc1	0%	7%	16%	-4%	17%	?	13	1%	6
Clc1ccc(-c2cn3cc(Cl)ccc3n2)cc1	4%	4%	4%	-6%	?	-9%	2	-25%	-1
O=C(Nc1ccc2c(c1)OCCO2)C(c1ccnc2ccccc12)N1CCN(c2ccc(F)cc2)CC1 (stereo not given)	?	-4%	18%	-2%	?	0%	5	-15%	27
Cc1cc(=O)oc2cc(OCC(=O)OC(C)C(=O)NC3CCCC3)ccc12 (stereo not given)	-2%	5%[0.307 µM]	5%	0%	-3%[0.307 µM]	0%	4	?	9
CCOC(=O)C1C(=O)CC(C)(O)C(C(=O)OCC)C1c1ccc(N(CC)CC)cc1 (stereo not given)	-18%	0%	-5%	-4%	-17%	-3%	1	-2%	16

Retrieved by structure from the entries so far:
SMILES	KB-V1 MDR tox	GLP1R cytotox	TDP43 rescue	GLP1R ag	GLP-1R inv ag	aSyn rescue	D3 ag	PTHR1 agonist	D3 antag
O=C(CSc1n[nH]c(-c2ccc(Cl)cc2Cl)n1)Nc1ccccn1	16µM*	-1%	?	16%	-9%	1%	6	i	20
C/C(=N\OCC(=O)N/N=C/c1ccc(C)cc1O)c1cccs1	?	?	?	3%	0%	15%	4	21%	17
Clc1ccc(-c2cn3cc(Cl)ccc3n2)cc1	4%	4%	4%	-6%	?	-9%	2	-25%	-1
CCOC(=O)C1C(=O)CC(C)(O)C(C(=O)OCC)C1c1ccc(N(CC)CC)cc1 (stereo not given)	-18%	0%	-5%	-4%	-17%	-3%	1	-2%	16

Compound activity (PubChem BioAssay)
